hcDAF-12 act: activators of H. contortus DAF-12 nuclear receptor; activation, % at 6.8 µM; HEK293 hcDAF-12 lit1-tk-luc reporter, luminescence; 0% DMSO, 100% Δ7-dafachronic acid; 1.4% of 370,000 active; AID 652067;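 active = activation above the mean of all tested compounds plus 3 SD, cut at about 5.5% in these data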;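 also: 100% = response to 3 µM Δ7-dafachronic acid high control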
PG9 binder: small molecules binding HIV-1 gp120 antibody PG9. TR-FRET gp120-PG9 antibody binding. inhibition, % at 6.7 µM. 0.43% of 360,000 active. AID 624416; in the data active = inhibition above about 8.5%
SMARCA2 act: SMARCA2 function activation, primary screen; MG213 cells, MMTV-luciferase reporter, dexamethasone, overnight; activation, % at 9.1 µM; 1% of 370,000 active; in the data active = activation above about 7.8%;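 also: 0% = vehicle wells and 100% = reference activator wells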
sPLA2-III inh: Inhibits HGIII-sPLA2 liposome hydrolysis, primary screen | QFRET BODIPY PC-A2 liposome hydrolysis, fluorescence | inhibition, % at 12.2 µM | AID 743126 | 0.56% of 370,000 active | Q9NZ20;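 active = inhibition above mean plus 3 SD of compounds lying within the high and low control bounds, cut at about 19% in these data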;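 also: 0% = median of test compound wells and 100% = no enzyme DMSO wells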
DAX1 inh-1: inhibitors of human orphan nuclear receptor DAX1 (NR0B1); P51843; HEK293 Gal4-DAX1 luciferase reporter, luminescence; inhibition, % at 6.75 µM; 0.99% of 340,000 active; AID 504766;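 active = inhibition above the mean over all tested compounds plus 3 SD, cut at about 4.2% in these data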;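 also: 0% = DAX1-transfected cells with DMSO and 100% = empty-vector control cells with DMSO; inhibition shows as a rise in luminescence from relieved DAX1 repression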
GAA850 FXN act: increases GAA850 frataxin promoter reporter activity. activation, % at 6 µM. HEK293 lucGAA850 FXN promoter luciferase reporter, 24 h; percent of 10 µM SAHA response. 0.56% of 360,000 active;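 active = activation above the average of all compounds screened plus 3 SD, cutoff fixed separately per campaign, cut at about 7.5% in these data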;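 also: 0% = DMSO wells and 100% = 10 µM SAHA wells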
DAX1 inh-2: DAX1 (NR0B1) inhibition, primary screen | HEK293T StAR-luciferase reporter, SF-1/DAX-1 repression relief | inhibition, % at 6.8 µM | 1.1% of 370,000 active | AID 652010;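 active = inhibition above the mean over all tested compounds plus 3 SD, cut at about 3.6% in these data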;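 also: 0% = DAX-1 cells with DMSO and 100% = cells lacking DAX-1 with DMSO; higher inhibition means more luminescence from relief of DAX-1 repression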
Rev-erbA mod: modulators of human Rev-erb alpha DNA binding | P20393 | Rev-erbα–FITC-DNA binding, fluorescence polarization, 90 min | activity, % at 10 µM | 0.79% of 370,000 active;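 active = activity above about 14%, limit read from the data; passing the limit was not always enough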;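 also: 0% = DMSO wells with 35 nM protein and 100% = DMSO wells with 750 nM protein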
ssDAF-12 act: activates DAF-12 receptor from parasite S. stercoralis | HEK293 ssDAF-12/GRIP1 lit1-tk-luc reporter, luminescence; % of 3 µM dafachronic acid response | activation, % at 6.8 µM | 1% of 370,000 active;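 active = activation above the mean over all tested compounds plus 3 SD, cut at about 0.9% in these data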;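 also: 0% = DMSO-only wells and 100% = 3 µM delta7-dafachronic acid wells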
PLC-beta3 inh: PLC-beta3 (human) inhibition, primary screen; Q01970; Purified PLC-beta3, fluorogenic substrate, fluorescence; inhibition, % at 12.2 µM; 0.18% of 370,000 active; in the data active = inhibition above about 11%;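 also: 0% = median of compound wells on plate and 100% = full blocker control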
Target sequence (Q01970 whole entry, looked up): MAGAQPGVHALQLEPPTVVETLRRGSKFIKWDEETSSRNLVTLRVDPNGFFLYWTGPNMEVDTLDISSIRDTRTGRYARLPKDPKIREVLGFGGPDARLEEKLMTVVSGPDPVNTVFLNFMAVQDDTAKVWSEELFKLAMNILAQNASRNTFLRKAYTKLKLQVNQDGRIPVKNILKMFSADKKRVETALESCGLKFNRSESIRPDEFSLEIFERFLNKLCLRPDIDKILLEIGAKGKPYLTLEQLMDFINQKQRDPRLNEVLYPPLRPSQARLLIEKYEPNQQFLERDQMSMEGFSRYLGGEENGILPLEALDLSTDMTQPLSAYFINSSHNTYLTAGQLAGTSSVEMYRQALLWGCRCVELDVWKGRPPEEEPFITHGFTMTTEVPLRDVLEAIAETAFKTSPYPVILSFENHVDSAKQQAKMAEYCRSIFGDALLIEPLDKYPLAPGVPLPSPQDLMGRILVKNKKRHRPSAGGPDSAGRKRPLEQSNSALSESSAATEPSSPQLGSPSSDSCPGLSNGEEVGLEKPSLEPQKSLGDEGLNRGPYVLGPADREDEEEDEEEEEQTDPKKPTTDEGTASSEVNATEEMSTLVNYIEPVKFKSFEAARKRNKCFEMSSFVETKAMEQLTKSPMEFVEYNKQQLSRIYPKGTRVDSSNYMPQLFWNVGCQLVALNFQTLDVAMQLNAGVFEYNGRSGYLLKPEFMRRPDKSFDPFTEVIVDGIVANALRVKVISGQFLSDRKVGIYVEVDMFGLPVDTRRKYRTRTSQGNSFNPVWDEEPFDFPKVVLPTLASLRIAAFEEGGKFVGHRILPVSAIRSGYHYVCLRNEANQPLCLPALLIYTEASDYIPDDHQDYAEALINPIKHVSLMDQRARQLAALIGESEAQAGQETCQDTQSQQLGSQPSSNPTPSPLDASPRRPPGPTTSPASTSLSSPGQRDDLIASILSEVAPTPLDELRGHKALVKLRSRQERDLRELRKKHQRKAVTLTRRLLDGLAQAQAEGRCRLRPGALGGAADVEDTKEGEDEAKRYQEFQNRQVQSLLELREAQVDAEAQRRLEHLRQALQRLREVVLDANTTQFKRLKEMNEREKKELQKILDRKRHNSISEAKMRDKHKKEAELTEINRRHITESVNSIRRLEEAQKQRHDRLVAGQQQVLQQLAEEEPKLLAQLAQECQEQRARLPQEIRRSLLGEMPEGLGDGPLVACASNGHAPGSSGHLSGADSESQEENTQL
hgDAF12 agonist: agonists of H. glycines DAF-12 nuclear receptor | HEK293 GAL4-hgDAF12 UAS-luciferase reporter, agonist luminescence; normalized to butyrate control | activation, % at 6.8 µM | 1.8% of 370,000 active;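 active = activation above a cutoff set at the mean of all screened compounds plus 3 SD, cut at about 10% in these data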;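 also: 0% = DMSO wells and 100% = sodium butyrate wells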
* hit, by the source's call; i = inactive; · = not tested or not shown; & = joins results of further samples. Not all compounds are listed; count on the stated rates, not on these rows.

Results follow in this order: hcDAF-12 act	PG9 binder	SMARCA2 act	sPLA2-III inh	DAX1 inh-1	GAA850 FXN act	DAX1 inh-2	Rev-erbA mod	ssDAF-12 act	PLC-beta3 inh	hgDAF12 agonist
- CN(C)CC/C=C1/c2ccccc2COc2ccc(CC(=O)O)cc21
    1.7	-1.3	-3.2	7.1	0.1	1.4	1.3	2.5	-1.3	0.6	6.6
- CCCC1(c2ccccc2)NC(=O)N(CC(=O)N(C)Cc2c(F)cccc2Cl)C1=O (stereo not drawn)
    1.0	0.6	-4.3	-10.8	0.2	-0.2	-0.1	-4.8	-0.5	-4.8	0.8
- COc1ccc(C(=O)c2ccccc2)c(O)c1
    -0.9	1.4	0.6	-8.5	0.7	2.8	-0.4	8.3&2.6	-1.3	-1.7	1.0
- CCCC(=O)O[C@]1(C(=O)CCl)[C@@H](C)C[C@H]2[C@@H]3CCC4=CC(=O)C=C[C@]4(C)[C@@]3(F)C(=O)C[C@@]21C
    -2.1	0.5	-0.6	-1.5	-0.7	-3.7	-1.4	-2.6	-1.7	2.2	-3.1
- Cc1scc2c1N(C(=O)CN1CCN(C)CC1)c1ccccc1NC2=O
    0.8	-0.3	-4.1	0.8	1.8	-0.7	2.2	-6.7&4.4	-1.3	3.9	0.9
- O=C1NC(=S)S/C1=C\C=C\c1ccc([N+](=O)[O-])o1
    -1.3	-4.6	24.0*	-10.7	-0.7	-9.8	-1.9	-32.9	-1.1	0.7	-5.5
- N=c1nc(N2CCCCC2)cc(N)n1O
    0.9&0.0	-0.1&-1.2	-3.4&-1.2	8.6&2.5	0.2&-1.6	-1.3&3.2	-0.4&0.4	-2.3&0.2&5.7	-1.4&-1.5	0.5&-1.4	4.1&0.7
- O=C(NC1CCN(CCc2c[nH]c3ccccc23)CC1)c1ccccc1
    0.6	-1.4	0.1	-28.2	-1.0	-1.4	-0.8	3.4&6.0	-0.2	-2.8	1.8
- O=[N+]([O-])c1cncn1CCN1CCOCC1
    -0.3	0.7	0.2	-1.0	-1.2	-3.4	0.6	-1.2	-0.7	0.7	4.0
- CN[C@@H]1[C@H](O)[C@H](NC)[C@H]2O[C@@]3(O)C(=O)C[C@@H](C)O[C@H]3O[C@@H]2[C@H]1O
    0.3	-0.8	-3.0	1.2	0.9	-1.3	0.0	-1.6&-7.1	-0.8	-2.7	-0.5
- O=C(O)Cc1cn(-c2ccccc2)nc1-c1ccc(Cl)cc1
    -1.5	-0.3	-2.6	-7.1	2.6	2.9	-0.5	3.1	-0.9	1.2	1.6
- CCCOc1ccc(C(=O)OCCN(CC)CC)cc1N
    -1.4	-0.5	-2.0	-2.0	0.9	6.0	0.2	-7.1&-0.6	-0.5	0.0	1.5
- CN(C)S(=O)(=O)n1cc(/C=C(\NC(=O)c2ccccc2)C(=O)NCCCn2ccnc2)c2ccccc21
    -1.5	-0.9	-1.0	-13.9	0.3	0.6	-0.9	-0.7	-0.8	1.8	1.8
- CC(Cc1cccc(C(F)(F)F)c1)NCCOC(=O)c1ccccc1 (stereo not drawn)
    0.3&0.5	-0.4&-0.9	-2.7&-1.7	6.4&-9.5	-0.8&0.0	1.7&-2.4	0.1&0.8	6.3&2.1&-2.2	-1.0&-1.0	-0.8&-0.7	3.4&-0.7
- CCN(CCCCOC(=O)c1ccc(OC)c(OC)c1)C(C)Cc1ccc(OC)cc1 (stereo not drawn)
    -0.3	-1.3	-0.1	-2.9	-0.5	0.8	0.0	1.1&2.3	-1.7	-1.2	1.5
- O=C(O)c1cc(=O)c2ccccc2o1
    -1.7	-0.3	-1.6	-0.5	0.5	-0.4	1.5	5.5&1.0	-0.9	-6.7	-0.1
- CC(C)NNC(=O)c1ccncc1
    -0.5	0.8	-2.0	-0.8	-0.6	-1.4	0.5	-4.4&0.7	-0.8	3.2	-1.0
- Cc1nc2c3ccccc3nc(NNC(=O)CCC(=O)N3CCN(c4ccccc4F)CC3)n2n1
    2.1	-3.0	3.6	3.2	0.1	-0.8	-0.4	2.7	-0.9	0.2	0.9
- COc1cc(C=O)ccc1O
    -0.6	-1.0	-0.5	6.4	·	0.2	0.9	-2.6	-1.0	0.3	2.4
- CCc1cccc(CC)c1NC(=O)CN(CC(=O)O)CC(=O)O
    1.8	0.0	0.9	-0.9	-1.1	2.1	-0.2	1.7	-0.5	0.9	4.5
- O=C(c1ccccn1)N(Cc1cccs1)C1(C(=O)NC2CCCCC2)CCCCC1
    -0.4	1.6	-2.1	-0.7	0.1	0.8	-1.6	-3.5	-1.2	2.2	-0.8
- CCCCCCCCCCCCCCCC(O)C(N)CO (stereo not drawn)
    -2.0	1.5	-5.3	13.1	0.5	1.8	0.0	-0.2	-1.6	0.7	1.5
- Cc1c(C)n(Cc2ccccc2)c2ccc(C(=O)OCCN(C)C)cc12
    2.0	-0.9	-0.1	-15.0	0.1	0.3	0.1	2.4	0.3	-5.3	1.5
- CCc1ccccc1OC[C@@H](O)CN[C@H]1CCCc2ccccc21
    -1.4	1.2	-6.4	-1.1	-1.8	-1.9	-1.6	-6.2	-0.9	1.8	3.4
- CC(C)(C)NCC(O)COc1cccc2c1CC(O)C(O)C2 (stereo not drawn)
    -0.1	0.1	1.5	10.6	1.2	0.0	0.4	2.2	-0.9	5.5	-0.8
- CCCC(=O)O[C@]1(C(=O)COC(C)=O)CC[C@H]2[C@@H]3C[C@H](F)C4=CC(=O)C=C[C@]4(C)[C@@]3(F)[C@@H](O)C[C@@]21C
    -1.3	-0.7	11.4*	-16.7	1.7	-6.7	0.4	7.9	-1.4	2.9	-4.2
- CN(C)C/C=C(\c1ccc(Br)cc1)c1cccnc1
    -2.5	-0.4	-3.5	6.8	1.4	0.5	0.5	-7.9	-1.6	1.0	1.4
- C/C(=N\NC(=S)NCc1ccccc1)C1CCCCC1
    -0.8	-1.7	1.1	5.1	-0.7	2.6	0.1	2.5	-0.7	-5.1	1.0
- O=C(Nc1cc(-c2ccccc2)nn1-c1ccccc1F)c1ccc([N+](=O)[O-])cc1
    -2.6	-2.3	-0.3	-11.7	-0.2	0.0	-0.3	3.3	-1.6	4.9	1.5
- Nc1ncnc2c1c(-c1ccc(Oc3ccccc3)cc1)cn2C1CCCC1
    -3.7	0.5	-8.2	-6.5	-0.6	-1.9	-2.0	0.4	-2.0	-13.4	-3.7
- C[C@@H]1C[C@H]2[C@@H]3CCC4=CC(=O)C=C[C@]4(C)[C@@]3(Cl)[C@@H](O)C[C@]2(C)[C@@]1(OC(=O)c1ccco1)C(=O)CCl
    -1.9	-2.7	-1.9	-1.0	-0.9	-9.0	1.9	4.0	-1.5	-4.4	-6.3
- CC(=O)Oc1ccc2c(C)cc(=O)oc2c1
    -1.1	-1.8	-1.4	2.8	-0.8	1.1	1.5	0.1	-0.2	i	0.1
- C[C@H](CCC(=O)O)[C@H]1CC[C@H]2[C@@H]3[C@H](O)C[C@@H]4C[C@H](O)CC[C@]4(C)[C@H]3CC[C@]12C
    -3.3	-0.9	1.7	-28.2	2.2	-0.9	-0.3	1.9	-1.4	3.2	-0.4
- COc1cc(N)c(Cl)cc1C(=O)N[C@H]1CCN(CCCOc2ccc(F)cc2)C[C@H]1OC
    -1.9	2.6	1.4	-7.0	-1.4	-2.8	-0.3	-2.2	-1.3	-1.0	-1.1
- CC[C@H](C(=O)Nc1ccccc1N1CCCC1)c1ccccc1
    -1.6	·	-0.4	7.3	·	·	-0.8	5.7	-1.3	-0.7	2.1
- Cc1cc(=O)oc2cc(O)ccc12
    -2.2	2.3	0.7	3.8	0.1	-0.7	-0.1	-3.7	-1.2	i	-0.8
- Cn1ccc2cc3c(cc21)CCN3C(=O)Nc1cccnc1
    -2.5	-7.4	-4.7	5.9	0.2	0.9	-0.8	-30.5	-1.1	-99.3	-1.6
- CC1(C)O[C@@H]2C[C@H]3[C@@H]4C[C@H](F)C5=CC(=O)C=C[C@]5(C)[C@@]4(F)[C@@H](O)C[C@]3(C)[C@]2(C(=O)CO)O1
    -1.3	-0.6	-0.7	-10.0	0.2	0.6	3.1	0.5	-0.9	0.0	-0.8
- O=C(O)c1ccc(-n2nc(-c3ccccc3O)nc2-c2ccccc2O)cc1
    -0.7	·	-6.2	-10.3	·	·	-2.2	1.4&-5.5	-0.7	-14.1	-2.3
- COC(=O)N/N=C/c1c[n+]([O-])c2ccccc2[n+]1[O-]
    -0.7	-3.4	-2.8	-2.3	-0.8	-2.0	-0.3	-3.4	-2.0	-132.2	0.3
- CCCCOc1cc(C(=O)OCCN(CC)CC)ccc1N
    -1.5&-0.5	-1.1&-2.8	-2.9&-6.5	6.9&-0.2	-0.1&0.2	-0.8&-1.0	1.0&0.1	0.8&1.0	-1.3&-1.0	-3.8&-93.2	-1.9&-3.0
- COc1cc(C2Oc3cc(C4Oc5cc(O)cc(O)c5C(=O)C4O)ccc3OC2CO)ccc1O (stereo not drawn)
    -1.7	-2.3	1.4	-10.3	0.3	1.9	0.0	-6.0	-0.9	-9.3	-0.3
- CC[C@]12CCCN3CCc4c(n(c5ccccc45)[C@](O)(C(=O)OC)C1)[C@@H]32
    -0.2	-1.7	4.1	-3.9	1.8	0.5	-0.8	1.5&1.6	-0.7	-94.8	2.3
- CCCCCCCCCCCCCCC[C@@H](O)[C@@H](N)CO
    -0.2	0.5	-1.2	-5.1	-0.4	0.0	0.3	-2.6	-1.3	6.1	0.6
- CC(C)(C)NCC(O)COc1cccc2c1C[C@H](O)[C@H](O)C2 (stereo partly drawn)
    2.4	0.9	-0.2	11.3	-0.7	-0.4	0.2	-4.2&-5.8	-0.4	6.2	-0.6
- CCCCN(CCCC)CCCOC(=O)c1ccc(N)cc1
    0.7	-0.8	-1.4	4.3	-1.4	-0.1	1.3	-7.2&-10.5	-0.4	1.5	0.2
- CCC(C(=O)Nc1ccccc1N1CCCC1)c1ccccc1 (stereo not drawn)
    -1.1	-3.5	-1.2	12.6	-0.2	2.3	-2.8	-2.0	-1.2	-9.3	7.0
- O=C1c2c(O)ccc(O)c2C(=O)c2c(NCCNCCO)ccc(NCCNCCO)c21
    -0.1&4.7	-50.4&-49.5	-9.4&-12.1	34.9*	-3.2&-3.0	-6.1&6.8	-8.0&-6.7	-22.2&-1.6&-16.0	-1.5&0.5	-4.7&5.2	-10.5&-5.8
- O=C1NC(=O)C2(CCOc3ccc(F)cc32)N1 (stereo not drawn)
    -0.3	-0.3	-2.1	5.2	·	·	0.6	-0.5	-0.6	1.2	0.2
- O=C(O)Cc1sc(-c2ccccc2)nc1-c1ccc(Cl)cc1
    -2.5	5.2	-5.4	-4.3	0.8	1.1	0.7	-3.4	-1.3	-5.0	-0.8
- CC(=O)OCC(=O)[C@@]1(O)CC[C@H]2[C@@H]3CCC4=CC(=O)C=C[C@]4(C)[C@@]3(F)[C@@H](O)C[C@@]21C
    1.8	-2.4	-5.7	2.3	0.2	0.2	1.1	-4.8	-1.4	-0.7	-1.4
- CC1O[C@@H](OCC2O[C@@H](Oc3cc(O)c4c(c3)OC(c3ccc(O)cc3)CC4=O)[C@H](O)[C@@H](O)[C@@H]2O)[C@H](O)[C@H](O)[C@H]1O (stereo partly drawn)
    0.1	0.4	0.3	-1.1	2.8	0.1	3.1	-2.5	-1.2	4.6	-2.2
